Source: PubChem (Sanford-Burnham Center for Chemical Genomics)
SENP1 inh: human SENP1 catalytic domain inhibitors, primary screen, biochemical, FRET, uHTS | Sentrin-specific protease 1 (Homo sapiens), Q9P0U3 | 0.21% of 360,000 active | recombinant SENP1 catalytic domain, CyPet-SUMO1-YPet FRET cleavage | inhibition, % at 10 µM;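 active = inhibition at least 30% at 10 µM, raw YFP signal under a set limit, fluorescence ratio 0.5 to 1.5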;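 note: 0% = enzyme with DMSO and 100% = no enzyme wells; some results filed as inactive read as strong as hits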
Target sequence (Q9P0U3 419-644 limits assumed): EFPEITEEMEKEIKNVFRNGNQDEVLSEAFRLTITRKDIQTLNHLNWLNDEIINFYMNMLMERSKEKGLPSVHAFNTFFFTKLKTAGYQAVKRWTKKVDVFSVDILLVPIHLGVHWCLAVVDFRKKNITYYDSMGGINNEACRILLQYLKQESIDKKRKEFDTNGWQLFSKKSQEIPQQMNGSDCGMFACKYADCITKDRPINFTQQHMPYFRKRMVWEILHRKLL
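Material: hSENP1 catalytic domain, recombinant; medium: Tris pH 8 with BME, BSA, NP40 and catalase; compound: single concentration of 10 µM compound, 0.5% DMSO final; technique: FRET read of cyan and yellow fluorescence; timing: 50 min enzyme reaction, room temperature, light-protected; reagent: SFCypet-SUMO1-SFYpet substrate at 25 nM; control set: no-enzyme low, enzyme-DMSO high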
NLRP3 yeast inh: NALP3 inflammasome inhibitors in reconstituted yeast, primary screen, luminescence, uHTS. AID 2825, 2010. inhibition, % at 10 µM. 0.39% of 330,000 active. Yeast reconstituted NLRP3/ASC/caspase-1, beta-gal luminescence, 24 h;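 active = inhibition of 50% or more; inactive = inhibition below 50%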;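 note: plate controls were induced DMSO wells for no effect and uninduced yeast grown without galactose for full effect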
beta cell repl: inducers of MIN6 beta-cell proliferation, primary screen, ATP luminescence, uHTS | proliferation, % at 10 µM | AID 2380, 2010 | MIN6 cells proliferation, ATPlite luminescence, 48 h; cells starved in 0.2% serum; 100% = growth in 10% serum | 0.29% of 330,000 active;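 active = compounds whose signal lies at least 3.5 SD above the mean of all wells on their plate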;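 note: 0% = DMSO-treated cells in low-serum medium and 100% = 10% serum control; some compounds called inactive have numbers as strong as hits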
APOBEC3A inh: APOBEC3A ssDNA deaminase inhibitors, primary screen, selectivity assay for APOBEC3G inhibitor project, biochemical, FAM/TAMRA oligo cleavage fluorescence; recombinant A3A, FAM/TAMRA ssDNA deamination fluorescence; 0.41% of 330,000 active; AID 493011, 2011; DNA dC->dU-editing enzyme APOBEC-3A (Homo sapiens), P31941; inhibition, % at 20 µM;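 active = at least 40% inhibition at 20 µM here, with at most 30% in a related deaminase screen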;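 note: plate controls were A3A with DMSO for no effect and wells lacking A3A enzyme for full effect; some results filed as inactive read as strong as hits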
Target sequence (P31941 whole entry, looked up): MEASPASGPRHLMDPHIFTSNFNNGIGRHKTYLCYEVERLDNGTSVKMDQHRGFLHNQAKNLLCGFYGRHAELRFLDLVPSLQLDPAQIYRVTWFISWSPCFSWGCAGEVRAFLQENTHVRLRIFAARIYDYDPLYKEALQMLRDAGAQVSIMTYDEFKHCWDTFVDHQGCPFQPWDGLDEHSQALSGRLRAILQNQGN
hIAP block: human IAP inhibitors, primary screen, biochemical, luminescence, uHTS | Intestinal-type alkaline phosphatase (Homo sapiens), P09923 | purified IAP, CDP-Star luminescence, 30 min | AID 2544, 2010 | inhibition, % at 10 µM | 0.12% of 330,000 active;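 active = inhibition reaching a set limit with compound at 10 µM in the primary screen, cut at about 35% in these data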;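 note: plate controls were DMSO wells with enzyme for no effect and no-enzyme buffer wells for full effect; values of inactives mirror those of a sister screen read the other way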
Target sequence (P09923 whole entry, looked up): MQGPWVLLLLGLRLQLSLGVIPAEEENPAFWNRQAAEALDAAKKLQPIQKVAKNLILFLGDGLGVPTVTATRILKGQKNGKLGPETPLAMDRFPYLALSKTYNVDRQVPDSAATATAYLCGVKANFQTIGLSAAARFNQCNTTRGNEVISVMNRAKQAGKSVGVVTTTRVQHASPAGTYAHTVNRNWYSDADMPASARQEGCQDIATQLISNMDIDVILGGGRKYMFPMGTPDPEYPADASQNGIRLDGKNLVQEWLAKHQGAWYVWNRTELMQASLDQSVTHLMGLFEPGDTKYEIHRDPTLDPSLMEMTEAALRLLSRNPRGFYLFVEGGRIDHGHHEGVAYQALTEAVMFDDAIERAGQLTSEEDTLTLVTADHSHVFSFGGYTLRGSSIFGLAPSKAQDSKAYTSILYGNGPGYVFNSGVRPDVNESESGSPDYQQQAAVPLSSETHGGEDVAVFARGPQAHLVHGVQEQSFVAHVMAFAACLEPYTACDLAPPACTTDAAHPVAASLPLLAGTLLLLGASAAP
A3G deaminase: APOBEC3G DNA deaminase inhibitors, primary screen, biochemical, fluorescence, single-stranded DNA substrate, uHTS | inhibition, % at 20 µM | DNA dC->dU-editing enzyme APOBEC-3G (Homo sapiens), Q9HC16 | 0.28% of 330,000 active | AID 493012, 2011 | recombinant A3G, ssDNA deamination FAM/TAMRA fluorescence;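 active = inhibition of at least 40% at 20 µM, with no more than 30% in the related APOBEC3A deaminase screen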;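 note: plate controls were DMSO wells with A3G for no effect and wells lacking A3G enzyme for full effect; some compounds called inactive have numbers as strong as hits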
mIAP activ: activators of mouse IAP, primary screen, biochemical, luminescence, uHTS | activation factor at 10 µM | muIAP, CDP-Star luminescence, 30 min; stronger effect = higher value; 1 = vehicle-only enzyme signal, 0 = enzyme-free wells | 0.24% of 330,000 active | intestinal alkaline phosphatase [Mus musculus];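 active = activation factor of at least 2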; note: the source names both 10 and 20 µM as test concentration; values of inactives mirror those of a sister screen read the other way
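Assay system: mouse IAP enzyme; Reagent: CDP-Star chemiluminescent phosphatase substrate; Compound: DMSO-dissolved test compounds; Incubation: 30 min, room temperature; Technique: luminescence from enzymatic CDP-Star hydrolysis; Controls: DMSO-only wells and no-enzyme negative control.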
hIAP act: human IAP activators, primary screen, biochemical, luminescence, uHTS. 0.16% of 330,000 active. activation factor at 10 µM. Intestinal-type alkaline phosphatase (Homo sapiens), P09923. purified human IAP, CDP-Star luminescence, 30 min; stronger effect = higher value; 1 = vehicle-only enzyme, 0 = enzyme-free background;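 active = activation factor of the enzyme at least 2-fold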; note: the source names both 10 and 20 µM as test concentration; values of inactives mirror those of a sister screen read the other way
mIAP block: inhibitors of mouse IAP, primary screen, biochemical, luminescence, uHTS. intestinal alkaline phosphatase [Mus musculus]. purified mouse IAP, CDP-Star luminescence, 30 min. inhibition, % at 10 µM. 0.2% of 330,000 active. AID 2806, 2010;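 active = inhibition of at least 40% at 10 µM in the primary screen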;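 note: plate controls were DMSO with enzyme for no effect and no enzyme wells for full effect; values of inactives mirror those of a sister screen read the other way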
* = called active by the depositor. This is a subset; the hit share may differ from the screen's.

Below each SMILES: SENP1 inh	NLRP3 yeast inh	beta cell repl	APOBEC3A inh	hIAP block	A3G deaminase	mIAP activ	hIAP act	mIAP block
- CCc1nnc(NC(=O)CSc2nc3ccccc3s2)s1
    -2	8	-1	2	-4	-4	1	1	-5
- COc1nc(C)cc(C)c1S(=O)(=O)c1ccccc1C
    1	-1	-1	-2	4	-7	0.94	0.96	6
- COc1ccc(N2CCN(C(=O)CSc3ccccc3)CC2)cc1
    2	19	0	1	6	1	1.1	0.94	-7
- COc1ccc(NS(=O)(=O)c2cccc(C(=O)OCC(=O)Nc3cc(C)on3)c2)cc1
    2	-12	-2	0	-3	4	0.95	1	4
- CC1(C)OC(=O)C(=NNc2ccc(Cl)cc2)C(=O)O1
    2	-8	0	2	4	-2	1	0.96	-1
- COc1ccc(S(=O)(=O)N2CCN(c3nn(C)c(=O)n(C)c3=O)CC2)cc1
    1	31	-3	3	-9	1	1	1.1	-1
- COc1ccc(N2CCN(CC(O)COc3c(OC)cccc3OC)CC2)cc1 (configuration not stated)
    0	21	1	-4	-1	-9	0.91	1	9
- CCCCOc1cccc(C2C(C(=O)c3ccc(C)o3)=C(O)C(=O)N2c2nnc(C)s2)c1 (configuration not stated)
    -1	8	-3	-8	1	-10	0.91	0.99	9
- Cc1cccc([C@@H]2[C@@H]3C(=O)N(Cc4ccccc4)C(=O)[C@@H]3[C@]3(CC(C)C)C(=O)N(c4cccc(Cl)c4)C(=O)N23)c1
    1	10	-6	0	3	-3	0.98	0.97	2
- CN(C)CCC(=O)N1c2ccccc2Sc2ccc(C(F)(F)F)cc21
    3	25	-5	-7	-16	-4	1	1.2	-3
- COc1ccc(OC)c(NC(=O)CSc2nc(N)c(-c3ccccc3)c(=O)[nH]2)c1
    -1	14	-1	0	-14	-5	0.99	1.1	1
- CCOC(=O)CSc1nnc(Cc2ccc(OC)cc2)n1-c1ccccc1
    3	16	1	0	8	-6	0.98	0.92	2
- NS(=O)(=O)c1ccc(-c2ccc(/C=C3\SC(=S)N(C4CCS(=O)(=O)C4)C3=O)o2)cc1 (configuration not stated)
    -35	21	-2	-4	-3	8	0.2	1	80*
- Cc1ccc2[nH]c(=O)c(CN(CC3CCCO3)S(=O)(=O)c3cccc4nsnc34)cc2c1 (configuration not stated)
    4	14	0	0	0	-3	0.95	1	4
- CC(NC(=O)[C@H](C)NC(=O)[C@@H]1CSC2c3ccccc3C(=O)N21)c1ccccc1 (some centres not stated)
    2	12	-3	-3	-2	-5	0.95	1	5

Following part.
Below each SMILES: SENP1 inh	NLRP3 yeast inh	beta cell repl	APOBEC3A inh	hIAP block	A3G deaminase	mIAP activ	hIAP act	mIAP block
- CC(=O)Nc1ccc(S(=O)(=O)N(C)CC(=O)OCC(=O)N(C)c2ccccc2)cc1
    2	12	1	2	9	2	1.1	0.91	-6
- O=C(NC(=S)Nc1ncccn1)c1ccccc1Br
    -1	6	-1	1	4	-9	1.1	0.96	-7
- CC(C)CCNC(=O)[C@@H](NC(=O)c1c(F)cccc1F)C(C)C
    1	1	2	-1	-21	0	1	1.2	-5
- O=C(c1cccc(Cl)c1)N1CCN(Cc2ccccc2F)CC1
    -1	8	-1	-2	-8	-3	1	1.1	-1
- CCOC(=O)C(=O)Nc1cccc(C(=O)OCC)c1
    3	4	0	1	-11	-2	1	1.1	-4
- C=C(C)c1ccccc1
    1	22	-2	-3	21	-7	0.97	0.79	3
- CCN(C(=O)CSc1nc2cc(Cl)ccc2c(=O)n1Cc1ccco1)C1CCS(=O)(=O)C1 (configuration not stated)
    3	-10	-3	-2	-4	-5	0.94	1	6
- Cc1ccc(S(=O)(=O)N(C)CC(=O)Oc2ccc(-c3nnco3)cc2)cc1
    3	13	5	1	4	-9	0.95	0.96	5
- FC(F)(F)c1cccc(Cn2nnnc2-c2ccc(Cl)cc2)c1
    2	-31	-1	-3	3	-4	0.95	0.97	5
- O=C(CCC(=O)OCC(=O)c1ccc(C(F)(F)F)cc1)OCC(=O)c1ccc(C(F)(F)F)cc1
    -1	13	-1	-2	-20	-4	1.1	1.2	-6
- CCc1ccc2[nH]c(=O)c(CN(CCCN3CCOCC3)C(=O)Nc3ccccc3)cc2c1
    -2	3	-3	-2	-4	-6	1	1	-3
- O=C1CC(c2ccccc2)SC(N(c2ccccc2)c2ccccc2)=N1 (configuration not stated)
    1	10	-2	0	10	0	0.95	0.9	5
- CCn1cc(CN2CCc3c([nH]c4ccccc34)C2c2ccc(F)c(OC)c2)c(C)n1 (configuration not stated)
    -84	33	-5	3	9	1	1	0.91	-2
- CC(CCc1ccccc1)NC(=O)CCC(=O)N1CCC(C(=O)O)CC1 (configuration not stated)
    2	12	-1	-8	2	-7	0.98	0.98	2
- Cc1ccc(SCc2ccc(C(=O)Nc3nccs3)o2)cc1
    1	12	4	-1	5	-1	0.92	0.95	8

Remaining list, next part:
Below each SMILES: SENP1 inh	NLRP3 yeast inh	beta cell repl	APOBEC3A inh	hIAP block	A3G deaminase	mIAP activ	hIAP act	mIAP block
- N#Cc1ccc(C(=O)OCC(=O)Nc2cccc(S(=O)(=O)NC3=NCCC3)c2)cc1
    4	10	1	0	8	-6	1	0.92	-1
- COc1cccc(-c2nnc(SCC(=O)OC(C)C)n2N)c1
    4	8	2	-2	6	-6	0.91	0.94	9
- CCC(c1nnnn1CCOC)N1CCN(Cc2ccccc2)CC1 (configuration not stated)
    2	15	-1	-3	-15	-9	0.93	1.1	7
- CCC1(C)C(Nc2c(C)cccc2C)=NC(=S)N1c1ccc(NC(C)=O)cc1 (configuration not stated)
    3	10	0	-3	-17	-7	0.94	1.2	6
- Cc1ccc(N(C(C)C(=O)Nc2c(C)n(C)n(-c3ccccc3)c2=O)S(C)(=O)=O)cc1C (configuration not stated)
    0	-7	2	-2	-12	-9	0.97	1.1	3
- O=C(Nc1ccc(Cl)cn1)c1ccccc1[N+](=O)[O-]
    1	17	-2	0	0	-6	0.9	1	10
- CCCCCCn1c(N2CCCC2)nc2c1c(=O)n(C)c(=O)n2C
    1	1	-3	-10	-12	-1	1	1.1	-3
- CCn1c(CNC(=O)c2ccccc2Br)nnc1SCC(=O)Nc1nncs1
    0	15	-1	-1	-4	-7	1	1	-4
- Cc1ccc(S(=O)(=O)N2CCCN(S(=O)(=O)c3ccc(C(F)(F)F)cc3)CC2)cc1
    1	1	-3	-9	-11	-5	1	1.1	-2
- COc1ccc(/C=N/NC(=O)c2cc(-c3ccccc3)nc3ccccc23)c(OC)c1
    1	-7	6	-2	-20	-5	0.92	1.2	8
- CC(=O)N1CCOc2ccc(S(=O)(=O)Nc3ccc(C)cn3)cc21
    3	-6	-2	-4	-5	-6	0.99	1	1
- Cc1c(N2C(=O)CSC2c2ccco2)c(=O)n(-c2ccccc2)n1C (configuration not stated)
    1	16	0	-1	-2	-2	1	1	-1
- C[C@H](NC(=O)Nc1cccc(Br)c1)C(=O)O
    2	0	-1	2	-17	-3	0.97	1.2	3
- Cc1[nH]c(C)c2c(=O)[nH]ncc12
    -94	13	-1	-6	-13	-9	1.1	1.1	-10
- Cc1ccc(C(=O)Nc2cccc(NC(=O)c3cccs3)c2)c(C)c1
    -1	20	0	1	0	1	1.1	1	-6

The listing continues:
Below each SMILES: SENP1 inh	NLRP3 yeast inh	beta cell repl	APOBEC3A inh	hIAP block	A3G deaminase	mIAP activ	hIAP act	mIAP block
- Cc1ccc(CNC(=O)C2CC(c3ccccc3[N+](=O)[O-])=NO2)cc1 (configuration not stated)
    2	2	-3	-2	-8	-10	0.96	1.1	4
- COCCN1C(=O)C(=O)/C(=C(/O)c2cccc(OC)c2)C1c1ccc(C)o1 (configuration not stated)
    4	22	-2	-4	-18	-6	1.1	1.2	-10
- O=C(CN1C(=O)NC2(CCOc3ccccc32)C1=O)c1ccc(F)c(F)c1 (configuration not stated)
    -6	21	0	1	10	-5	1.1	0.9	-6
- COC(=O)C(Cc1ccccc1)NCC(=O)Nc1cccc(Cl)c1C (configuration not stated)
    2	17	-2	-4	-19	-8	0.97	1.2	3
- COc1ccc(C(CNC(=O)C(CCSC)NC(=O)c2ccccc2Cl)N2CCCCC2)cc1 (configuration not stated)
    -1	11	-5	2	-21	2	0.98	1.2	2

10 structures already listed, ordered by length of the SMILES, descending.
Below each SMILES: SENP1 inh	NLRP3 yeast inh	beta cell repl	APOBEC3A inh	hIAP block	A3G deaminase	mIAP activ	hIAP act	mIAP block
- Cc1ccc(S(=O)(=O)N2CCCN(S(=O)(=O)c3ccc(C(F)(F)F)cc3)CC2)cc1
    1	1	-3	-9	-11	-5	1	1.1	-2
- COc1ccc(C(CNC(=O)C(CCSC)NC(=O)c2ccccc2Cl)N2CCCCC2)cc1 (configuration not stated)
    -1	11	-5	2	-21	2	0.98	1.2	2
- COc1ccc(/C=N/NC(=O)c2cc(-c3ccccc3)nc3ccccc23)c(OC)c1
    1	-7	6	-2	-20	-5	0.92	1.2	8
- COCCN1C(=O)C(=O)/C(=C(/O)c2cccc(OC)c2)C1c1ccc(C)o1 (configuration not stated)
    4	22	-2	-4	-18	-6	1.1	1.2	-10
- O=C(CN1C(=O)NC2(CCOc3ccccc32)C1=O)c1ccc(F)c(F)c1 (configuration not stated)
    -6	21	0	1	10	-5	1.1	0.9	-6
- Cc1c(N2C(=O)CSC2c2ccco2)c(=O)n(-c2ccccc2)n1C (configuration not stated)
    1	16	0	-1	-2	-2	1	1	-1
- CCn1c(CNC(=O)c2ccccc2Br)nnc1SCC(=O)Nc1nncs1
    0	15	-1	-1	-4	-7	1	1	-4
- COC(=O)C(Cc1ccccc1)NCC(=O)Nc1cccc(Cl)c1C (configuration not stated)
    2	17	-2	-4	-19	-8	0.97	1.2	3
- C[C@H](NC(=O)Nc1cccc(Br)c1)C(=O)O
    2	0	-1	2	-17	-3	0.97	1.2	3
- Cc1[nH]c(C)c2c(=O)[nH]ncc12
    -94	13	-1	-6	-13	-9	1.1	1.1	-10
